M1 ag parental: counter-screen for M1 agonists: effect in parental CHO-K1 cells. activation, % at 3 µM. AID 602248, 2012. Fluo-8 calcium fluorescence; scaled to maximal ATP response, vehicle zero. 0.48% of 360,000 active; in the data active means activation above about 15%;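 further: untransfected CHO-K1 host cells lacking M1 receptor as counterscreen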
M4 PAM: human M4 muscarinic receptor positive allosteric modulators, primary screen, CHO-K1 cells, Fluo-8 calcium fluorescence; Muscarinic acetylcholine receptor M4 (Homo sapiens), P08173; CHO-K1 hM4/Gqi5, ACh EC20; 0% = ACh EC20, 100% = maximal ACh; activation, % at 3 µM; 0.4% of 360,000 active;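 active means activation above its plate's cutoff, the mean activation of sample wells plus 3 SD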; further: some results filed as inactive read as strong as hits
Target sequence (P08173 whole entry, looked up): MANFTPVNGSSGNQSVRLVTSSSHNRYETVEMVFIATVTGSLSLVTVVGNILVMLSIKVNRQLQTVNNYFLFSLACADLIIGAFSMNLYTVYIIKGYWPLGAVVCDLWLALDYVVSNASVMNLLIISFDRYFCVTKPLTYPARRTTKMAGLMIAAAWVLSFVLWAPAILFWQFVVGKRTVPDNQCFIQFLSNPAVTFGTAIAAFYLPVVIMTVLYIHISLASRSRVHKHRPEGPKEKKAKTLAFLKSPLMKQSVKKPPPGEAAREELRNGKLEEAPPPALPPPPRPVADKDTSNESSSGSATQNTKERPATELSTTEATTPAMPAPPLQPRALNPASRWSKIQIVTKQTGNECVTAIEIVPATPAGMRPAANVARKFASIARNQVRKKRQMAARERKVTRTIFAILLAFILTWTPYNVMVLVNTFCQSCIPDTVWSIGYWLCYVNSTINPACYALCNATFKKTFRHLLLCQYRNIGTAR
CHRM4 agonist: human M4 muscarinic receptor agonists, primary screen, CHO-K1 cells, Fluo-8 calcium fluorescence | Muscarinic acetylcholine receptor M4 (Homo sapiens), P08173 | CHO-K1 hM4/Gqi5; vehicle 0%, full acetylcholine response 100% | activation, % at 3 µM | 0.14% of 360,000 active | AID 624127, 2012;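 active means activation above the run mean over all test wells plus 3 SD, cut at about 32% in these data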;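 further: peak over basal fluorescence ratio per well then scaled between controls; 0% = DMSO wells and 100% = acetylcholine at EC100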
M5 PAM: human M5 muscarinic receptor positive allosteric modulators, primary screen, CHO-K1 cells, Fluo-8 calcium fluorescence. Muscarinic acetylcholine receptor M5 (Homo sapiens), P08912. CHO-K1 hM5, ACh EC20 PAM; 0% = ACh EC20, 100% = ACh EC100. activation, % at 3 µM. 0.3% of 360,000 active. AID 624038, 2012;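 active means activation above the run cutoff, the mean activation of all test compounds plus 3 SD, cut at about 18% in these data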
Target sequence (P08912 whole entry, looked up): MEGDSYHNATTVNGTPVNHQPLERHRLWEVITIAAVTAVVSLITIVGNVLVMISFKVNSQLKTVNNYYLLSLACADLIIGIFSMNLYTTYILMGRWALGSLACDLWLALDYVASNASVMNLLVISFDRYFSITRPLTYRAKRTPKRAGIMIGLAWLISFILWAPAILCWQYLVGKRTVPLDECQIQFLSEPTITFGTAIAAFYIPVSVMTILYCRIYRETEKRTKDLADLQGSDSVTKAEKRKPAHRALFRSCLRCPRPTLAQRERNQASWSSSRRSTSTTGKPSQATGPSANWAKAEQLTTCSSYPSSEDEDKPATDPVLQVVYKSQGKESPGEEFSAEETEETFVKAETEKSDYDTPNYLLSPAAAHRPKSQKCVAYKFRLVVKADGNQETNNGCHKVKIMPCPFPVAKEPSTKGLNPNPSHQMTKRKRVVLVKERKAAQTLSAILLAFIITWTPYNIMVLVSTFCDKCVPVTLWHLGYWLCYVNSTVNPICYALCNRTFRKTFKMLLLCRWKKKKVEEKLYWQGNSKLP
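Replicates: One well per compound, no replicates | System: Human M5 receptor in CHO-K1 cells | Benchmarks: Low control EC20 acetylcholine (0%), high control EC100 acetylcholine (100%) | Probe or stimulus: Acetylcholine, EC20 level | Times: Fluo-8 loading 80 min at 37 °C plus 30 min room temperature | Signal: Intracellular calcium via Fluo-8 fluorescence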
M4 antag: human M4 muscarinic receptor antagonists, primary screen, CHO cells, Fluo-8 calcium fluorescence. CHO-hM4 cells, ACh EC80. inhibition, % at 3 µM. 0.73% of 360,000 active;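 active means inhibition above its plate's cutoff, the mean inhibition of sample wells plus 3 SD, cut at about 27% in these data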;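 further: 0% = acetylcholine EC80 with DMSO and 100% = DMSO without agonist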
M5 antag: human M5 muscarinic receptor antagonists, primary screen, CHO cells, Fluo-8 calcium fluorescence; Muscarinic acetylcholine receptor M5 (Homo sapiens), P08912; CHO-hM5 cells, ACh EC80; inhibition, % at 3 µM; 0.59% of 360,000 active;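 active means inhibition above a per-plate cutoff, the mean of that plate's test compounds plus 3 SD, cut at about 27% in these data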;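 further: 0% = acetylcholine EC80 with DMSO and 100% = DMSO without agonist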
CHO-K1 Ca antag: counter-screen for M1 antagonists: effect in parental CHO-K1 cells; ATP-induced calcium, Fluo-8 fluorescence; inhibition, % at 3 µM; 0.6% of 360,000 active;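 active means inhibition above a per-plate cutoff, the plate's mean sample inhibition plus 3 SD, cut at about 24% in these data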;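 further: 0% = DMSO plus EC80 ATP and 100% = DMSO alone without ATP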
CHO-K1 Ca PAM: nonselective calcium activators in parental CHO-K1 cells, primary screen, counter-screen for M1 PAM project, cell-based, Fluo-8 calcium fluorescence, full deck, 1536-well; ATP EC20; 0% at ATP EC20, 100% at ATP max; activation, % at 3 µM; 0.02% of 360,000 active; AID 602247, 2012;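 active means activation above the run cutoff, the mean activation of all test compounds plus 3 SD, cut at about 40% in these data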;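 further: peak over basal fluorescence ratio in a 140 s read after ATP addition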
M5 ag: human M5 muscarinic receptor agonists, primary screen, CHO-K1 cells, Fluo-8 calcium fluorescence. CHO-K1 hM5 cells; 0% DMSO wells, 100% maximal acetylcholine response. activation, % at 3 µM. 0.19% of 360,000 active. AID 624037, 2012;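 active means activation above the run's mean over test compounds plus 3 SD, cut at about 23% in these data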;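 further: signal is peak over basal fluorescence ratio across the kinetic read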
The depositor's hits bear a star.

canonical_smiles	M4 PAM	CHO-K1 Ca antag	CHO-K1 Ca PAM	M4 antag	M5 ag	M5 PAM	M1 ag parental	M5 antag	CHRM4 agonist
CCn1nc(NS(=O)(=O)c2ccc(NC(C)=O)cc2)c2cc3ccc(C)cc3nc21	-1	-17	14	-20	0	-3	0.8	-2	4
CCN1CCN(c2ccc(S(=O)(=O)N3CCCCC3)cc2NC(=O)COc2ccccc2)CC1	-12	1	-9	15	-3	-2	1.8	6	4
CCN(CC)C(=O)C1CCCN(C(=O)CCn2nnnc2CN2CCOCC2)C1 (configuration not stated)	6	1	0	-6	-4	-3	0.5	15	1
O=C(c1cc2ccccc2oc1=O)N(Cc1ccco1)CC1CCCO1 (configuration not stated)	-2	-6	22	10	1	-2	1.7	1	1
O=C(O)CCC(=O)NNC(=O)c1cccs1	-2	-19	8	-6	-2	-1	1.4	15	1
COc1ccc(C)cc1NC(=O)CN1C(=O)COc2ccc(C)cc21	4	5	-3	-11	5	22*	-0.2	-14	1
COC(=O)C1CC2=C(CCCC2=O)N(Cc2ccccc2)C1=O (configuration not stated)	3	-10	1	-11	-2	-6	-0.1	-1	0
COc1ccc(OC)c(/C=N/NC(=O)CCc2c(C)n[nH]c2C)c1	1	-15	13	0	4	-2	1.9	5	8
CC(=O)Nc1cccc(NC(=O)CCNC(=O)c2ccc(Cl)cc2)c1	-3	5	4	4	-4	-3	0.2	14	0
CC1CCCN(c2cc3c(cc2[N+](=O)[O-])C(=O)N(c2ccccc2)C3=O)C1 (configuration not stated)	1	0	15	2	-1	-2	0.0	4	0
O=C(Nc1ccc(-c2nc3ccccc3[nH]2)cc1)c1c(F)c(F)c(F)c(F)c1F	3	-4	22	-14	0	-2	0.2	-7	6
COc1ccc(CC(=O)Nc2nc(-c3ccccc3)c(C(C)=O)s2)cc1OC	-10	-6	16	-2	-1	-15	6.4	5	13
Cn1ncc2c(Nc3ccc(-c4ccccc4)cc3)ncnc21	-9	-3	14	-1	1	-9	6.2	12	7
C[C@H](CO)N1C[C@H](C)[C@@H](CN(C)S(C)(=O)=O)Oc2ccc(NC(=O)c3ccncc3)cc2C1=O	-8	2	-13	11	2	-2	0.1	0	0
CCc1ccccc1NC(=O)CSC1=C(C#N)C(c2ccc3c(c2)OCO3)C2=C(CCCC2=O)N1 (configuration not stated)	0	-8	-10	-1	1	-1	0.6	-1	2
COc1ccc(NC(=O)Nc2ccccc2C)c(OC)c1	8	-7	10	4	-6	3	0.2	-3	1
Cc1noc(C)c1COc1ccc(C(=O)OCC(=O)NC2CCCCC2C)cc1 (configuration not stated)	-4	-8	9	4	3	-8	5.0	4	11
O=C(N/N=C/c1c[nH]c2ccccc12)c1ccn(Cc2ccc(Cl)cc2Cl)n1	7	-12	11	1	0	1	0.5	-6	2
CCOc1ccc(S(=O)(=O)NCC(=O)NC2CCCCC2)cc1	3	-7	1	5	-1	1	0.4	3	1
CC(Oc1ccc2c(-c3ccccc3)cc(=O)oc2c1)C(=O)NCCN1CCOCC1 (configuration not stated)	-6	13	5	7	-1	-8	5.6	12	12
COc1cc2c(cc1CNC[C@H]1O[C@@H](n3ccc(N)nc3=O)[C@H](O)[C@@H]1O)OCO2	0	-6	18	-14	2	-1	0.5	3	1
COCCNC(=O)C1CCCN(C(=O)c2cc(C)nn2C(C)(C)C)CC1 (configuration not stated)	-1	0	3	-1	1	-2	0.2	2	1
CCOc1ccc(NC(=O)CCC(=O)NNC(=O)NC2CCCCC2)cc1	8	-8	19	-15	0	21*	0.1	-24	0
COC(=O)c1ccccc1NC(=O)Nc1cccc(C)n1	18	7	-11	6	-2	16	-0.1	0	2
FC(F)(F)c1cnc(N/N=C/c2ccncc2)c(Cl)c1	-8	14	-14	5	0	3	-0.1	3	0
CCOC(=O)C1CN(S(=O)(=O)c2ccc(OC)cc2)c2ccccc2O1 (configuration not stated)	-12	1	1	-4	-11	4	0.7	-3	0
CCOC(=O)c1sc(NC(=O)CNC(=O)Cn2cnc3sc(C)c(C)c3c2=O)nc1C	14	1	5	1	-2	0	0.1	-2	1
Cc1ccc2nc(SC(C)C(=O)N3CCCCC3)[nH]c2c1 (configuration not stated)	13	-1	-9	-6	3	2	-0.4	-2	2
CCCn1c(N2CCN(CC(=O)c3c(C)n(C)c4ccc(OC)cc34)CC2)nc2c1c(=O)[nH]c(=O)n2C	-7	-7	16	4	-9	-14	1.2	2	4
COc1ccc(NC(=O)CN2CCN(c3nc(-c4ccc(F)cc4)cs3)CC2)c(OC)c1	-2	-26	53*	-7	-2	-4	0.4	1	0

Full records, looked up by structure. Order of values: M4 PAM | CHO-K1 Ca antag | CHO-K1 Ca PAM | M4 antag | M5 ag | M5 PAM | M1 ag parental | M5 antag | CHRM4 agonist
COCCNC(=O)C1CCCN(C(=O)c2cc(C)nn2C(C)(C)C)CC1 (configuration not stated) is listed as -1 | 0 | 3 | -1 | 1 | -2 | 0.2 | 2 | 1
COc1ccc(NC(=O)Nc2ccccc2C)c(OC)c1 is listed as 8 | -7 | 10 | 4 | -6 | 3 | 0.2 | -3 | 1
COc1ccc(OC)c(/C=N/NC(=O)CCc2c(C)n[nH]c2C)c1 is listed as 1 | -15 | 13 | 0 | 4 | -2 | 1.9 | 5 | 8

More records
canonical_smiles	M4 PAM	CHO-K1 Ca antag	CHO-K1 Ca PAM	M4 antag	M5 ag	M5 PAM	M1 ag parental	M5 antag	CHRM4 agonist
Cc1ccc2ccc3ccc(C)nc3c2n1	3	5	-4	-3	0	-3	0.0	3	1
O=C(NCCN1CCOCC1)c1cccc(S(=O)(=O)NCc2ccccc2)c1	-4	-6	-2	7	0	-7	0.4	8	1
CCOc1cc(CNc2ccc3c(c2)OCCO3)cc(Br)c1OCC	-5	-9	20	7	-1	0	1.0	3	0
COc1ccc(Cn2cc(CN3CC(N4CCSCC4)CS3(=O)=O)nn2)cc1 (configuration not stated)	5	-1	-3	-14	3	0	0.6	-7	1
O=c1[nH]c(CCl)nc2cc(-c3ccc(F)cc3)sc12	9	-5	16	-3	-1	4	0.4	-3	3
O=Cc1cc(Br)c(OC(=O)N2CCOCC2)c(Br)c1	1	-8	-5	5	-3	-1	1.0	2	2
O=[N+]([O-])c1cccc(/C=C/c2nc[nH]c2[N+](=O)[O-])c1	6	-8	14	-3	4	9	1.2	4	0
CCOC(=O)N1CCC(NC(=O)c2cccc3c2C(=O)N(Cc2cccnc2)C3)CC1	2	-8	2	-4	-10	-3	0.0	-3	2
O=C(CSc1nc(Nc2ccccc2)nc(N2CCOCC2)n1)Nc1ccccc1Cl	0	-9	4	-6	1	1	0.5	-7	-1
COC(=O)c1ccc(NC(=O)Cc2ccc(F)cc2)cc1	1	-8	15	-6	3	-4	1.6	10	2
Cn1c(=O)n(C)c2cc(NS(=O)(=O)c3ccc(Br)s3)ccc21	6	2	10	1	2	3	1.6	4	3
C/C(Cn1nnc([N+](=O)[O-])n1)=N\NC(=O)c1ccc(O)cc1	16	2	8	9	-4	-1	0.4	6	1
CCOC(=O)COc1ccccc1/C=C1\NC(=O)NC1=O	-6	-2	-8	8	-2	-4	0.4	-7	1
CCC(c1nnnn1C(C)(C)CC)N(CCCN1CCOCC1)Cc1cc2cccc(C)c2[nH]c1=O (configuration not stated)	2	-18	10	5	2	4	0.4	-10	2
CCCn1c(SCC(=O)N2c3ccccc3Sc3ccccc32)nc2c1c(=O)n(C)c(=O)n2C	8	-3	17	-3	2	2	0.1	-3	1
Cc1ccc(S(=O)(=O)N2CCC(c3nnc(SCCN4CCCC4)n3C)CC2)cc1	-11	-4	15	11	-7	-5	0.7	8	0
NC(=O)Cn1c(O)c(N=NC(=O)CNC(=O)/C=C/c2ccccc2)c2ccccc21	3	-9	0	0	-4	-2	0.9	4	1
O=C(CSc1nnc(Cc2cccs2)n1Cc1ccco1)Nc1ccc(Br)cc1	2	6	5	1	1	0	-0.1	-3	-1
Cc1ccc(/C=N/NC(=O)c2nnn(-c3nonc3N)c2CN(C)C)o1	-3	-11	12	-5	-3	-2	3.4	2	1
O=C(CC(C(=O)N1CCc2ccccc21)n1ccnc1)NCc1ccccc1 (configuration not stated)	3	-18	-1	-1	2	1	0.7	-4	1
O=C(c1ccccc1)N(Nc1ccccc1)c1ccccc1	6	-12	12	-7	0	6	1.6	-7	0
COc1ccc(OCC(=O)Nc2ccc(S(=O)(=O)N(C)c3ccccc3)cc2)cc1	-7	11	19	6	1	-5	2.3	8	11
Cn1nc(-c2ccc(Cl)cc2)c2cc(C(=O)N3CCN(c4ccccc4)CC3)sc21	-4	13	-3	-1	2	-5	0.4	5	1
COC1=CCC2([N+](=O)[O-])CN(CC(=O)O)CC1([N+](=O)[O-])C2 (configuration not stated)	-1	-9	4	4	-1	1	0.1	-2	0
CCOP(=O)(CN(CC)C(=O)c1ccccc1Br)OCC	15	-9	10	-6	-2	7	0.3	0	2
O=C(CSc1nc2ccccc2o1)Nc1ccccc1N1CCOCC1	-1	-12	10	3	-5	-4	2.5	3	3

Retrieved one by one from the list above:
canonical_smiles	M4 PAM	CHO-K1 Ca antag	CHO-K1 Ca PAM	M4 antag	M5 ag	M5 PAM	M1 ag parental	M5 antag	CHRM4 agonist
CCC(c1nnnn1C(C)(C)CC)N(CCCN1CCOCC1)Cc1cc2cccc(C)c2[nH]c1=O (configuration not stated)	2	-18	10	5	2	4	0.4	-10	2
CCCn1c(SCC(=O)N2c3ccccc3Sc3ccccc32)nc2c1c(=O)n(C)c(=O)n2C	8	-3	17	-3	2	2	0.1	-3	1

Some of the entries so far, as labelled records:
mol: O=C(CC(C(=O)N1CCc2ccccc21)n1ccnc1)NCc1ccccc1 (configuration not stated)
  M4 PAM: 3	CHO-K1 Ca antag: -18	CHO-K1 Ca PAM: -1	M4 antag: -1	M5 ag: 2	M5 PAM: 1	M1 ag parental: 0.7	M5 antag: -4	CHRM4 agonist: 1
mol: COc1ccc(Cn2cc(CN3CC(N4CCSCC4)CS3(=O)=O)nn2)cc1 (configuration not stated)
  M4 PAM: 5	CHO-K1 Ca antag: -1	CHO-K1 Ca PAM: -3	M4 antag: -14	M5 ag: 3	M5 PAM: 0	M1 ag parental: 0.6	M5 antag: -7	CHRM4 agonist: 1
mol: C/C(Cn1nnc([N+](=O)[O-])n1)=N\NC(=O)c1ccc(O)cc1
  M4 PAM: 16	CHO-K1 Ca antag: 2	CHO-K1 Ca PAM: 8	M4 antag: 9	M5 ag: -4	M5 PAM: -1	M1 ag parental: 0.4	M5 antag: 6	CHRM4 agonist: 1

Rows were taken by chance (roughly 2.7% active in at least one column).
